# Screening results deposited in PubChem BioAssay by several laboratories.
# HTRA1 inhibitor: blocks human HTRA1 serine peptidase; Q92743; recombinant HTRA1, FP-rhodamine activity-based probe, fluorescence polarization; inhibition, % at 5.96 µM; 340,000 tested, 0.5% active; AID 504803; in the data active means inhibition above about 36%;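 further: 0% = enzyme with DMSO and 100% = wells lacking enzyme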
# Rev-erbA mod: Rev-erb alpha (human) modulation | Rev-erbα–FITC-DNA binding, fluorescence polarization, 90 min | 370,000 tested, 0.79% active | P20393 | AID 1259318 | activity, % at 10 µM;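 active means activity above about 14%, limit read from the data; passing the limit was not always enough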;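 further: 0% = DMSO wells with 35 nM protein and 100% = DMSO wells with 750 nM protein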
# rCAG binder: molecules binding r(CAG) RNA repeats; r(CAG) RNA repeat, TO-PRO-1 dye displacement fluorescence; inhibition, % at 3 µM; 370,000 tested, 1.3% active; AID 651821;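 active means inhibition above the plate cutoff, the mean of all test compounds on that plate plus 3 SD, cut at about 35% in these data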;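 further: 0% = DMSO alone and 100% = 100 µM mitoxantrone as full dye displacement; higher means more dye released from RNA so lower well fluorescence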
# TDP2 inh: blocks human TDP2 phosphodiesterase activity | O95551 | recombinant TDP2, T5PNP hydrolysis, p-nitrophenol absorbance 415 nm | inhibition, % at 12.8 µM | 370,000 tested, 0.34% active | AID 720702;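 active means inhibition above the mean of all tested compounds plus 3 SD, set per campaign, cut at about 25% in these data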;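 further: 0% = DMSO with enzyme and 100% = buffer with substrate but no TDP2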
# Target sequence (O95551 whole entry, looked up): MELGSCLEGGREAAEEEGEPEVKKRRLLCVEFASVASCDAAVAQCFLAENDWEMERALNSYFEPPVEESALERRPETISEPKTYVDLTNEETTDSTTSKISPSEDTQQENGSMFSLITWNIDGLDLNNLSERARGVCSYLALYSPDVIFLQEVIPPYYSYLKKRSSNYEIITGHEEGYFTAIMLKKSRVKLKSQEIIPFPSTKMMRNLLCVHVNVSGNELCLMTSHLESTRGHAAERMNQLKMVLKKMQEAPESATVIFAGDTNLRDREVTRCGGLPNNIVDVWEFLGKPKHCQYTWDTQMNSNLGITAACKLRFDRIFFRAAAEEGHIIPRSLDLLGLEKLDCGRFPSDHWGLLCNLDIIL
#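 test system = human TDP2 enzyme | input = TDP2 enzyme at 120 nM final | medium = 50 mM Tris-HCl pH 7.5 with Mg2+, KCl, DTT, BSA | also added = T5PNP substrate, 5 mM | times = 2 h at 37 °C | technique = epi absorbance | benchmarks = high control without enzyme, low control DMSO plus TDP2 | replication = each compound tested once, singlicate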
# SIAE inh: human SIAE inhibition, primary screen | Q9HAT2 | SIAE FP-Rh probe binding, fluorescence polarization | inhibition, % at 9.66 µM | 370,000 tested, 0.69% active;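 active means inhibition above a cutoff: mean of compounds within the control limits plus 3 SD of those, cut at about 17% in these data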;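 further: 0% = plate median of compound wells and 100% = probe without SIAE protein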
# Target sequence (Q9HAT2 whole entry, looked up): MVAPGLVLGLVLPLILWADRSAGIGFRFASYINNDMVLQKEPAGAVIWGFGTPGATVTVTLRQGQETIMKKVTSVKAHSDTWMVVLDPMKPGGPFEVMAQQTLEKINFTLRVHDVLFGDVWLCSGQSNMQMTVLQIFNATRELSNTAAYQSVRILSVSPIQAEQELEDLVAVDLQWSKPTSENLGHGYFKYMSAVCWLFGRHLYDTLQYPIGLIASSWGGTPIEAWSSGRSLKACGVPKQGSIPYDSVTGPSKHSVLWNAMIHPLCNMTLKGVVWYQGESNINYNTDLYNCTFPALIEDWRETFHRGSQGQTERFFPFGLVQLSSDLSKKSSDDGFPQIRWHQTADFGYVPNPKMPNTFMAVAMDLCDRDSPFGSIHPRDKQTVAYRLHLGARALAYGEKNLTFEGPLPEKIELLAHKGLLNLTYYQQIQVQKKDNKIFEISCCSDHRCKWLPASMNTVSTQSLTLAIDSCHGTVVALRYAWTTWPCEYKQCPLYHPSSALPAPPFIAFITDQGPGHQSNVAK
# LEDGF integ inh: blocks HIV-1 LEDGF/p75-dependent DNA integration. TR-FRET IN-LEDGF/p75 DNA integration, Eu/Cy5. AID 743269. 370,000 tested, 0.64% active. inhibition, % at 3.7 µM;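 active means inhibition above the screen-wide mean plus 3 SD, cut at about 13% in these data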;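 further: signal is the Cy5 over europium emission ratio at 671 and 618 nm; 0% = plate median of compound wells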
# PRMT1 FP inh: inhibitors of human PRMT1. Q99873. recombinant PRMT1, activity-based probe fluorescence polarization. inhibition, % at 2.79 µM. 370,000 tested, 1.3% active. AID 652257;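 active means inhibition above about 21% made by adding two undisclosed values, limit read from the data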
# PG9 binder: binds the HIV-1 gp120 antibody PG9; TR-FRET gp120-PG9 antibody binding; inhibition, % at 6.7 µM; 360,000 tested, 0.43% active; in the data active means inhibition above about 8.5%
# TCR-CD3 inh: blocks the human TCR-CD3 interaction. TAMRA-labeled TCR probe fluorescence, biochemical. inhibition, % at 9.4 µM. 360,000 tested, 0.37% active. AID 651800; in the data active means inhibition above about 19%;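 further: recombinant mutant TCR 2C K166C tagged with TAMRA read by polarization; 0% = receptor in buffer alone and 100% = receptor with positive control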
# mABHD4 FP: inhibits mouse alpha/beta hydrolase domain 4. purified mABHD4, FP-Rh probe fluorescence polarization. inhibition, % at 8.92 µM. 370,000 tested, 0.54% active. AID 720543;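 active means inhibition exceeding the mean over every tested compound plus 3 SD, cut at about 30% in these data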;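 further: 0% = plate median of compound wells and 100% = S159A mutant with DMSO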
#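 Assay system: Wild-type mouse ABHD4 protein | Medium: HEPES pH 7.0 buffer, 150 mM NaCl, 0.01% Pluronic F-127 | Incubation: Enzyme–compound pre-incubation 45 min, then probe 60 min, both 25 °C | Technique: Fluorescence polarization with parallel and perpendicular emission, 525/598 nm | Evaluation: % inhibition of FP-Rh probe binding versus controls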
# Active calls of the source: *; nt = not tested or not shown.
SMILES,HTRA1 inhibitor,Rev-erbA mod,rCAG binder,TDP2 inh,SIAE inh,LEDGF integ inh,PRMT1 FP inh,PG9 binder,TCR-CD3 inh,mABHD4 FP
Cc1ccc(C(=O)O/N=C2\CCS(=O)(=O)c3sccc32)cc1,-2,5,3,-4,2,-1,1,0.6,3,-1
CC1OC(Nc2cccc3ccccc23)C(O)C(O)C1O (configuration not stated),43*,-4,10,34*,1,36*,29*,-1.6,-3,36*
COc1cccc(/C=C2\SC(=O)N(CCC(=O)NCCCn3ccnc3)C2=O)c1,4,3,-2,12,3,-1,2,-2.8,-7,6
CC[C@@]1(C(=O)OC)N[C@H](CN(C)C(=O)Nc2ccc(OC)cc2)[C@@H]2C(=O)N(C)C(=O)[C@@H]21,-1,3,0,-3,5,-5,2,1.9,-2,7
Cc1ccccc1Nc1c([N+](=O)[O-])ccc2c1=NC1(CCCCC1)N=2,6,-3,0,-2,3,0,1,-1.9,-13,5
C=CC[N+](C)(C)C/C(Cl)=C(\Cl)c1ccccc1,2,-1,-5,1,5,2,-1,0.2,2,-3
COc1ccc(S(=O)(=O)NCc2ccc(C(=O)NCCCN3CCCC(C)C3)cc2)cc1 (configuration not stated),-1,-4,-5,8,4,-1,1,-0.5,-1,4
CC(=O)c1cccc(NC(=O)CN(C2CCCCC2)S(C)(=O)=O)c1,2,-2,-5,3,7,-1,0,0.3,8,8
CC(C(=O)O)N1C(=O)/C(=C/c2cccn2C)SC1=S (configuration not stated),1,2,0,2,-2,0,-8,0.1,5,-6
Cc1cccc(OCC(=O)NCC(=O)N=Nc2c(O)[nH]c3ccc([N+](=O)[O-])cc23)c1,3,-11,7,10,-2,-2,-3,-1.3,7,8
COc1cccc(CNC(=O)c2cccnc2Sc2ccccc2)c1,-5,1,-4,4,5,0,-1,-2.4,4,-5
O=[N+]([O-])c1c(Cl)cc(Cl)cc1Cl,nt,-10,1,-6,-4,-3,-1,-0.6,5,-1
CCn1c2c(c(C)cc1=O)C(=O)CC(C)(C)C2,6,-4,-4,6,-1,0,-1,3.3,-2,4
O=C(NC(=S)Nc1ccccc1Br)c1ccco1,-10,2,1,1,-2,5,0,-1.6,6,-2
O=C(COC(=O)/C=C/c1ccc(Cl)cc1)NCCC1=CCCCC1,-3,-2,-6,-15,-8,-3,0,-1.7,-5,-5
CC12CCC(=O)N1C(C(=O)NNC(=O)c1ccccc1F)CS2 (configuration not stated),11,-3,2,6,3,0,-3,-0.9,1,1
O=C1CN(CC(=O)NC2CCCc3ccccc32)CCN1 (configuration not stated),4,-4,-2,5,2,0,4,1.1,-1,0
Cn1c(CS/C(N)=N/N=C/c2ccccc2)c(Br)c(=O)n1-c1ccccc1,3,9,2,12,7,-1,42*,-0.3,-1,8
CC(C)N1CCN(Cc2ccsc2)CC1CCO (configuration not stated),0,-2,0,0,-1,-4,2,0.3,2,0
CCOc1ccc(-n2cnnn2)cc1S(=O)(=O)N1CCC(C)CC1C (configuration not stated),-2,6,-4,-1,3,-1,-5,-0.9,10,-6
O=C(CN1CCN(Cc2ccccc2)CC1)Nc1cccc(C(F)(F)F)c1,2,-4,-8,6,-1,1,0,0.2,0,0
COC(=O)C1CN(Cc2ccccc2)C(=O)C1=O (configuration not stated),-1,-2,4,0,-1,-1,1,-1.6,-1,-3
COc1ccccc1C(=O)Nc1ccc2c(c1)nc1n2CCN(Cc2ccccc2)C1,-22,6,-5,7,-12,1,1,2.0,0,1
Cc1nnc(SCC(=O)Nc2nsc(-c3ccc(C(C)(C)C)cc3)n2)s1,-27,3,0,-13,-2,1,7,-0.5,-5,-17
CCCCCN1CCCCC(NC(=O)CSc2ccccc2)C1=O (configuration not stated),nt,0,-3,8,-3,-1,1,nt,nt,-3
O=C(c1ccc(COc2ccccc2Cl)o1)N1CCOCC1,3,-7,-3,4,3,-3,3,-1.6,-5,9
COc1ccc(CN2CCNC(=O)C2CC(=O)N(C)CCC2CCOCC2)c(OC)c1 (configuration not stated),-5,3,-5,14,5,-4,1,-0.2,4,8
Cc1cccc(C)c1NC(=O)CN,4,-4,1,-1,3,-3,6,-0.8,-2,-2
CCn1cc(C(=O)N2CCc3ccccc32)c(=O)c2cc(S(=O)(=O)N3CCCCCC3)ccc21,-8,-3,0,-10,-1,0,-2,0.3,-4,7
O=C(Nc1ccc(Cl)cc1Cl)C1CCC(=O)N1Cc1ccccc1Cl (configuration not stated),-5,3,-6,5,-3,-2,-1,-1.0,0,4
CC1=C(C(=O)N(C)C)CC(CC(=O)NCCCCc2ccccc2)C(=O)N1Cc1ccc(F)cc1 (configuration not stated),4,-5,-4,8,10,-6,1,0.1,-4,0
CN(CC(=O)Nc1ccccc1Br)C(=O)Cn1[nH]c(=O)c2ccccc2c1=O,-2,0,0,1,9,1,1,0.4,1,7
CCCCNC(=O)C(CC)(ONc1ccccc1C(F)(F)F)c1ccccc1 (configuration not stated),-4,0,-10,1,4,0,-1,0.5,7,0
COc1ccc(C(=O)Nc2ccc(NC(=O)Cc3ccccc3)cn2)cc1,5,1,0,17,3,2,2,2.2,6,0
CCN1C(=O)/C(=C\N(C)C)NC1=S,0,-7,-4,-7,1,-4,2,-0.9,-5,1
O=C(OC12CCCN(C1)/C(=C/c1cccnc1)C2)c1ccccc1 (configuration not stated),nt,-4,2,9,7,3,-1,nt,nt,0

# A draw from above in order of molar mass, rising:
SMILES,HTRA1 inhibitor,Rev-erbA mod,rCAG binder,TDP2 inh,SIAE inh,LEDGF integ inh,PRMT1 FP inh,PG9 binder,TCR-CD3 inh,mABHD4 FP
CCN1C(=O)/C(=C\N(C)C)NC1=S,0,-7,-4,-7,1,-4,2,-0.9,-5,1
O=C(OC12CCCN(C1)/C(=C/c1cccnc1)C2)c1ccccc1 (configuration not stated),nt,-4,2,9,7,3,-1,nt,nt,0
COc1ccc(C(=O)Nc2ccc(NC(=O)Cc3ccccc3)cn2)cc1,5,1,0,17,3,2,2,2.2,6,0
CN(CC(=O)Nc1ccccc1Br)C(=O)Cn1[nH]c(=O)c2ccccc2c1=O,-2,0,0,1,9,1,1,0.4,1,7

# An excerpt from above in order of their number in LEDGF integ inh, falling.
smiles | LEDGF integ inh
CCCCCN1CCCCC(NC(=O)CSc2ccccc2)C1=O (configuration not stated) | -1
O=C(Nc1ccc(Cl)cc1Cl)C1CCC(=O)N1Cc1ccccc1Cl (configuration not stated) | -2
CCN1C(=O)/C(=C\N(C)C)NC1=S | -4

# Further records follow.
SMILES,HTRA1 inhibitor,Rev-erbA mod,rCAG binder,TDP2 inh,SIAE inh,LEDGF integ inh,PRMT1 FP inh,PG9 binder,TCR-CD3 inh,mABHD4 FP
CCn1cc([N+](=O)[O-])c(C(=O)N2CCN(C(=O)c3ccco3)CC2)n1,4,-4,-2,9,-3,-2,1,0.8,1,4
O=C(CN1CCCc2ccccc21)Nc1cccc(S(=O)(=O)N2CCCC2)c1,-2,4,8,-5,-2,-4,2,0.1,-3,0
O=C1c2cccc3c2N(CCC3)C(=O)C1(F)c1ccccc1 (configuration not stated),nt,6,19,-11,4,14*,-3,-4.8,-6,-13
CC(CN)(NS(=O)(=O)c1ccccc1)c1ccccc1 (configuration not stated),3,8,-6,-3,-1,0,5,-0.8,-7,-12
COc1ccccc1CNC(=S)Nc1ccc(F)cc1,-4,-2,-2,6,4,1,1,-1.2,-14,-2
O=C(NCc1ccccc1)Nc1cccn(Cc2ccc(F)cc2)c1=O,-13,-2,-3,6,0,-4,0,-3.0,2,0
CC(=O)N(c1ccccc1)C1CC(C)N(C(=O)c2ccccc2)c2ccccc21 (configuration not stated),0,10,-11,2,-1,0,-2,0.3,-5,2
O=C(CCCCO)c1ccc(O)c(Cl)c1,-1,3,-5,3,-1,0,-1,-1.3,0,2
COc1ccc(S(=O)Cc2ccc(C(=O)NC3CC3)o2)cc1 (configuration not stated),4,-5,-2,-6,4,3,-2,-1.3,3,1
COc1ccc(S(=O)(=O)Nc2ccc(Oc3ncccn3)c(Cl)c2)cc1,-4,-4,6,6,4,1,1,0.9,-11,-4
Cc1ccc(C)c(NC(=O)C(OC(=O)c2ccc(CO)cc2)c2ccccc2)c1 (configuration not stated),-8,0,-3,-15,-11,-1,8,0.5,-10,-13
S=C(Nc1ccccc1)N1CCN(C(=S)c2ccccc2)CC1,nt,-5,1,-7,4,5,5,-3.2,0,-5
C[C@H]1CN([C@@H](C)CO)C(=O)c2cc(Br)cnc2O[C@H]1CN(C)C(=O)c1ccccn1,0,-2,2,-12,1,-3,3,-2.0,-6,5
O=C(CN1C(=O)NC2(CCCCCC2)C1=O)c1ccc(OC(F)F)cc1OC(F)F,-12,1,-4,-8,-9,1,0,2.6,7,-1
COc1cc2c(cc1OC)C(c1ccco1)CC(=O)N2 (configuration not stated),1,-3,0,7,0,-4,4,-1.9,-11,6
CC(=O)c1c(C)nc(C)nc1NC(=O)Cc1ccccc1,1,0,1,2,-2,-1,-1,-2.0,8,-4
CCn1c(SCC(=O)OC2CCCCC2)nc2ccccc2c1=O,-4,4,-2,-10,-9,0,2,0.8,-8,0
CC(C)(C)NC(=O)C(=O)NC(=O)c1c(F)cccc1Cl,-5,-1,-3,43*,-9,0,0,0.1,0,8
Cc1onc(-c2c(F)cccc2Cl)c1C(=O)N[C@@H]1C(=O)N2C(C(=O)O)C(C)(C)S[C@H]12 (some centres not stated),6,-3,13,6,-8,-4,2,-1.2,-7,5
CSc1nc2cc3c(cc2n1C(=O)c1ccc(C)cc1)OCCO3,15,-1,-3,5,1,-2,-4,-2.5,3,-3
Cn1c(=O)n(CCCOc2ccc(Cl)cc2)c2ccccc21,-18,-5,-3,5,8,0,0,-1.0,8,-15
O=C1CCCCC1c1cccc2ccccc12 (configuration not stated),2,-1,1,7,-1,0,-2,0.3,6,3
CCC(C)(C)n1nnnc1C(c1ccc(O)c(OC)c1)N1CCN(c2nc3ccccc3s2)CC1 (configuration not stated),-10,-7,0,4,2,2,36*,-1.0,5,-8
CCCOC(=O)CSC1=C(C#N)C(c2ccccc2OCC)C(C#N)C(=O)N1 (configuration not stated),2,5,19,-3,8,6,8,-0.3,-1,5
CCCOc1cccc(C(=O)Nc2cccnc2)c1,-4,0,-2,4,1,-2,0,-1.4,7,0
COC(c1ccccc1)c1nnc(CCC(=O)NC2CCCCC2)o1 (configuration not stated),7,4,-4,-2,1,6,-6,-1.2,3,-2
CCOC(=O)C1CCN(Cc2cccc(OCc3ccccc3)c2)CC1,-1,-5,-9,20,10,-2,-1,-2.3,-2,9
CCOc1ccccc1OCCC(=O)OCC(=O)Nc1c(C)cc(C)cc1C,2,-5,-9,-6,5,-5,7,-1.2,-1,1
CC(c1ccon1)N(C)Cc1cn(C)nc1-c1ccc2c(c1)OCCO2 (configuration not stated),7,3,3,-28,-6,4,0,1.2,5,-8
CCOC(=O)c1ccc(NC(=S)NCC(O)c2ccccc2)cc1 (configuration not stated),-5,0,3,8,10,2,-3,-0.3,-1,-2

# The list is partial; count on the stated rates, not on these rows.
